# Bioassay records from PubChem.
# Abeta rescue: restores growth of yeast expressing A-beta42 peptide; yeast expressing A-beta42, growth rescue, OD600, 48 h; response scale: 0% DMSO, 100% iron-clioquinol control; Potency, µM (highest dose often 46.1 µM), for the others: top-dose growth rescue, most hits filed as activators; 0.063% of 410,000 active; also: potency is read from the fitted curve at half-maximal effect; nearly all actives have a fitted effect of over 55% in size
#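 Growth rescue measured by 600 nm absorbance after 48 h yeast culture at 30 C with compound. Values normalized between DMSO and an equimolar ferric chloride plus clioquinol control.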
# FUS yeast rescue: rescues growth of FUS-expressing yeast. S. cerevisiae FUS-expressing, growth rescue, OD600, 24 h. Potency, µM (highest dose often 76.6 µM), for the others: top-dose growth rescue (activation), usual class: activators. 0.24% of 390,000 active. AID 1347120;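 also: potency is read from the fitted curve at half-maximal effect; plate controls were DMSO vehicle for no effect and reference control for full effect; nearly all actives have a fitted effect of over 55% in size; some results filed as inactive show a strong effect at the top dose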
#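 Yeast expressing FUS under galactose induction, OD 0.005 in 2% galactose medium; compounds in a dilution series, 24 h at 30C. Growth rescue by absorbance at 600 nm; CP55940 positive control, DMSO negative.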
# TDP43 rescue: inhibitors of TDP-43 toxicity in yeast. Potency, µM (highest dose often 46.1 µM), for the others: top-dose growth rescue (activation), hits mostly activators. TDP-43 expressing yeast growth rescue, BacTiter-Glo, 24 h. 1.8% of 410,000 active; also: potency is read from the fitted curve at half-maximal effect; % of control where 0% means no effect; nearly all actives have a fitted effect of over 50% in size
#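 Yeast cells expressing TDP-43 under galactose induction are exposed to compounds for 24 hr at 30 deg C. BacTiter-Glo luminescence measures growth, so protective compounds score as activators.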
# aSyn rescue: alpha-synuclein toxicity inhibition in yeast; Yeast expressing alpha-synuclein, growth rescue, BacTiter-Glo, 24 h; Potency, µM (top dose mostly 46.1 µM), inactives show at the highest dose growth rescue (activation), usual class: activators; 0.14% of 370,000 active; also: potency is read from the fitted curve at half-maximal effect; % of control where 0% means no effect; nearly all actives have a fitted effect of over 65% in size
#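 Screening used galactose-induced yeast with toxic alpha-synuclein levels, exposed to compound for 24 hr at 30 deg C. Cell growth, read with BacTiter-Glo luminescence, gave the measured signal.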
# D3 ag: D3 dopamine receptor (human) agonism | P35462 | D3R DiscoveRx beta-arrestin cells, luminescence, 90 min | max activation, % | 0.58% of 410,000 active; in the data active = max activation above about 30%; also: 0% is about no effect; mostly tested at two doses, the higher about 12 µM
#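 Agonist-mode cell screen: cells plated at 1500/well and incubated overnight at 37 °C, then exposed to library compounds for 90 min at 37 °C. Detection reagent was added for 30–60 min at room temperature, and luminescence was read.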
# D3 antag: blocks the human D3 dopamine receptor; P35462; D3R cells, DiscoveRx beta-arrestin luminescence, antagonist mode; hits give low values; max response, negative = inhibition, %; 2.5% of 360,000 active; AID 652054; in the data active = max response below about -50%; inconclusive = no clear call, values can overlap the other calls; also: % is scaled to controls: 0 for no effect and ±100 for the full control effect; mostly tested at two doses, the higher about 12 µM
#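 Cells expressing the human receptor were seeded at 1500 cells/well, incubated overnight at 37 degrees C in 5% CO2, then exposed to library compounds with dopamine controls for 90 minutes at 37 degrees C before luminescent detection.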
# EPAC2 ag: agonists of human EPAC2 (RAPGEF4) | Q8WZA2 | EPAC2 activation, biochemical qHTS; response scale: 100% = 6.5 mM cAMP response | Potency, µM (top dose mostly 154 µM), without a hit: top-dose activation, usual class: activators | 0.079% of 360,000 active | AID 720711; also: potency is read from the fitted curve at half-maximal effect; nearly all actives have a fitted effect of over 50% in size
# Target sequence (Q8WZA2 whole entry, looked up): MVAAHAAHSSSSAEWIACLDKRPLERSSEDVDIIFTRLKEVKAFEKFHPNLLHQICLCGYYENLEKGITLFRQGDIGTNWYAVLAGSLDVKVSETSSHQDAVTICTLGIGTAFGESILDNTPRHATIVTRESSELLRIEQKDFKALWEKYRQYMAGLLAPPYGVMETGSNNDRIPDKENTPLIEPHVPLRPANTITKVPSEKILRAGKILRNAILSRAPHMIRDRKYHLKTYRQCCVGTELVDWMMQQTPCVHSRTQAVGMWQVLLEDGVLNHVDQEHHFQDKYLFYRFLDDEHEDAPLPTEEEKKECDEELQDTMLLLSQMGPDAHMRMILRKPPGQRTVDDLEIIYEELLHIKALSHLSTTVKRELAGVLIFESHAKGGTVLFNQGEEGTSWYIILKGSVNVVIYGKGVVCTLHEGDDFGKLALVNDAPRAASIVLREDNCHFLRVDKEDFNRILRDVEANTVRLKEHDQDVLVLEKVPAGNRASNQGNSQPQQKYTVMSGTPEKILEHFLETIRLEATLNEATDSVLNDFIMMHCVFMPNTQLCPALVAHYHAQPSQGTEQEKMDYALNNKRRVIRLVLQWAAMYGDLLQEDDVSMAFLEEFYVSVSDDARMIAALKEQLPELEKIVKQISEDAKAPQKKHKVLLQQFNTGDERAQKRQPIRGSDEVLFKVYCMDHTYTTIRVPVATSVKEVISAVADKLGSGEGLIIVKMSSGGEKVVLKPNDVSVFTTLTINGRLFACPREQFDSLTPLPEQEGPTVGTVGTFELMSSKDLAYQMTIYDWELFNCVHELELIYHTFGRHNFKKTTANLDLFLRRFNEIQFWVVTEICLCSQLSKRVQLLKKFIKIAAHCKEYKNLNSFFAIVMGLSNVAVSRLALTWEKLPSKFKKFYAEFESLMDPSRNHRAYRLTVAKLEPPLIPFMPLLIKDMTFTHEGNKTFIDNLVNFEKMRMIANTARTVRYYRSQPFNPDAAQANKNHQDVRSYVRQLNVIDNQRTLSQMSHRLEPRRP
#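 Compounds were titrated in qHTS against a Rap1B-BODIPY-GDP (250 nM) complex with EPAC2 (100 nM) and GDP (50 uM). BODIPY-GDP release tracked at 480/540 nm over 30 min at room temperature, normalized to 6.5 mM cAMP.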
# EPAC2 antag: EPAC2 (human) antagonism | Potency, µM (titrated, usually from 114 µM), for the others: at the highest dose activity, negative = inhibition, most hits filed as inhibitors | Q8WZA2 | AID 720708 | 0.18% of 360,000 active | EPAC2 GEF exchange of Rap1B-BODIPY-GDP, fluorescence; also: potency is read from the fitted curve at half-maximal effect; % is scaled to controls: 0 for no effect and ±100 for the full control effect; nearly all actives have a fitted effect of over 45% in size; many of its hits are not listed in these tables
# * = called active by the depositor; ? = inconclusive; / = no result given; & = joins results of further samples; [ ] = remark or other dose. Unless noted, calls follow the shape of the dose curve; as a rule, active = well fitted curve in the direction sought with a large enough effect; inconclusive = small, poorly fitted or top-dose-only effect, or another doubt; inactive = no such curve, though single readings can be large; an effect the other way counts as inactive or inconclusive.
SMILES,Abeta rescue,FUS yeast rescue,TDP43 rescue,aSyn rescue,D3 ag,D3 antag,EPAC2 ag,EPAC2 antag
COC(=O)c1sccc1NC(=O)Nc1cccc(Cl)c1Cl,8%,47%,3%,0%,-1,7,6%,-4%
Cc1ccc(S(=O)(=O)Nc2cc3c4c(c2)CCN4C(=O)CC3)cc1,9%,3%,-5%,-10%,8,-1,-8%,-18%
CCN(CC)CCN(C(=O)/C=C/c1cccs1)c1nc2ccc(OC)cc2s1,2%,-23%,3%,-1%,2,-6,5%,15%
CNC(=O)CNC(=O)Nc1ccc(C)cc1,-4%,-7%,-2%,-4%,2,10,2%,2%
Cc1ccc2[nH]c(=O)cc(C(=O)OCC(=O)c3ccc(F)cc3)c2c1,2%,-2%,16%,10%,0,14,6%,8%
COCCn1c(C)cc(C(=O)COC(=O)/C=C/c2ccc(OC)cc2OC)c1C,0%,8%,-14%,-4%,-6,12,13%,-11%
OCC[C@@H]1C[C@@H](O)[C@H](O)[C@@]2(OCCc3ccccc32)O1,-15%,-1%,7%,-6%,19,10,7%,2%
COc1ccc(C2(C(=O)Nc3ccc(C(=O)N4CCOCC4)cc3)CCOCC2)cc1,14%,9%,-2%,7%,1,13,-6%,2%
COc1nsnc1NS(=O)(=O)c1ccc(NC(=S)NC(=O)c2cccnc2)cc1,2%,27%,-32%[inhibitor],-4%,-6,-27,7%,-6%
CCC(=O)N1CCc2cc(S(=O)(=O)N3CCN(c4ccccn4)CC3)ccc21,6%,12%,9%,7%,1,-6,9%,0%
CC(C)=NOc1cc(NC(=O)CCl)cc([N+](=O)[O-])c1,-31%,18%,-20%,8%,-6,?,9%,0%
O=C(NCc1ccc2c(c1)OCO2)c1ccc(CN2CCOCC2)cc1,6%,12%,-14%,1%,-5,8,10%,-7%
Cc1ccc(-n2nnnc2-c2ccco2)cc1,5%,-5%,?,-11%,-4,-20,12%,7%
Cc1ccc(C(=O)NCC(=O)Nc2cccc(C(F)(F)F)c2)cc1,-4%,/,-9%,-4%,-15,-4,1%,15%
COc1ccc(CNc2ccc([N+](=O)[O-])cn2)cc1,6%,-3%,11%,-7%,-7,-3,-5%,4%
Cc1cccc2c1cnn2C(=O)CCC(=O)N1CCC(C)CC1,-3%,-11%,-8%,12%,1,-57*,2%,13%
Cc1ccc2c(c1)-c1cc(C)nn1C(c1sccc1C)N2 (stereo not given),-22%,31%,?,-16%,12,5,10%,-13%
C=CCNC(=O)COCc1cc(-c2ccc3c(c2)OCO3)on1,-17%,0%,4%,-5%,0,6,4%,10%
CCOc1ccc(OCC)c(NS(=O)(=O)c2c(C(=O)N3CCC(C)CC3)c(C)n(C)c2C)c1,-8%,9%,7%,/,-5,/,/,/
Cc1c(C(=O)O)cccc1-n1c(C)cc(C=O)c1C,8%,-18%,15%,-9%,0,-2,7%,-9%
O=C(Nc1ccc2ncccc2c1)Nc1ccc2ncccc2c1,2%,-13%,17%,-4%,1,12,-3%,-11%
CC[n+]1c(-c2ccccc2)csc1Nc1c(C)n(C)n(-c2ccccc2)c1=O,-1%,-9%,-13%,12%,-15,-17,0%,-5%
C/C(CC(=O)NC(C)C)=N\NC(=O)COc1cc(C)c(Br)cc1Br,-6%,27%,-3%,-2%,-22,-7,6%,-14%
Cc1ccc(S(=O)(=O)N2CCN(C(=O)COc3ccc(NC(=O)c4ccco4)cc3)CC2)cc1,5%,8%,-5%,-1%,1,11,-9%,-6%
O=C(NCc1ccc2c(c1)OCO2)NC1CCCCC1,-3%,?,-24%,-1%,13,9,4%,15%

# More entries follow:
SMILES,Abeta rescue,FUS yeast rescue,TDP43 rescue,aSyn rescue,D3 ag,D3 antag,EPAC2 ag,EPAC2 antag
CC(=O)Oc1ccc(Cn2c(C)c(C(=O)NCc3ccc(C#N)cc3)sc2=O)cc1,-10%,22%,18%,1%,3,-2,1%,-7%
Cc1cc2n(n1)C(c1ccc3c(c1)OCO3)Nc1c(C)cccc1-2 (stereo not given),1%,-2%,-15%,/,1,32,9%,1%
c1ccc2c(Cn3ccnc3)cccc2c1,-1%,0%,-29%,-2%,-2,17,5%,11%
Cc1cc(=O)[nH]c(NCc2ccc(Cl)cc2)n1,-10%,-21%,16%,-1%,0,0,2%,-10%
COc1cccc2sc(N(Cc3cccnc3)C(=O)c3ccco3)nc12,-15%,10%,10%,/,-18,/,/,/
Cc1ccc(C)c(S(=O)(=O)NCc2ccc(C(=O)NCc3ccco3)cc2)c1,-3%,20%,-2%,7%,-2,0,9%,2%
Fc1ccc(-c2nnc(Cc3nnc(-c4ccc(F)cc4)o3)o2)cc1,24%,17%,-17%,-2%,-22,-11,7%,-1%
Cc1ccccc1S(=O)(=O)N1C(c2ccc(Cl)c(Cl)c2)CC=C(C(=O)O)C1c1cccc(Br)c1 (stereo not given),-1%,11%,13%,5%,-5,-25,6%,-26%
COc1ccccc1CNC(=O)C1CCN(S(=O)(=O)c2ccc3c(c2)CCCN3C(C)=O)CC1,16%,30%,11%,/,0,/,/,/
O=C(Cc1ccc(Cl)cc1)NCC(=O)N1CCCCC1,-12%,-8%,21%[9.22 µM],-9%,-9,-16,1%,-2%
CCCCNc1nnc(SCC(=O)c2c(N)n(CCC)c(=O)[nH]c2=O)s1,-8%,-23%,0%,-2%,2,2,10%,3%
O=C(NCc1ccccc1)c1ccc(N2CCC3(CC2)CC(c2ccccc2)=NO3)c([N+](=O)[O-])c1,3%,?,9%,-1%,9,1,3%,2%
COC(CNC(=O)c1ccc2c(c1)ncn2C1CCCCCC1)OC,3%,16%,11%,1%,2,-5,0%,-4%
O=C(CCCOc1ccccc1)OCn1nnc2ccccc2c1=O,11%,7%,9%,?,1,20,10%,-11%
O=C(Cc1ccc2c(c1)OCO2)NN=Cc1ccc([N+](=O)[O-])o1,-6%,16%,20%,0%,-7,?,11%,-2%
C=CCOc1ccc(Br)cc1CNC(C)(C)CO,-6%,-22%,-3%,3%,0,0,5%,11%
COc1ccc(-c2cccc(NC(=O)COc3ccc(Cl)cc3)c2)nn1,26%,-1%,11µM*,-11%,-1,1,13%,5%
Cc1ccccc1-c1noc(-c2ccc(O)cc2)n1,-80%[inhibitor],-9%,?,-53%[inhibitor],21,23,17%,-8%
COc1ccc(N=Nc2ccc(N)nc2N)cc1,-12%,24%,-13%,-3%,-11,-4,4%,-6%
COc1ccc(CNC(=O)CCCC(=O)n2nc(C)c3ccccc32)cc1,9%,0%,9%,0%,1,-3,-4%,1%
Cc1cc(OC(=O)c2c(C)cc(OC(=O)c3c(C)cc(O)cc3O)cc2O)cc(O)c1C(=O)O,-2%,-4%,-1%,0%,-8,-5,2%,-3%
COC(=O)CNc1nc(-c2ccncc2)nc2ccccc12,-12%,8%,10%,-12%,3,-1,19%,-5%
Cc1[nH]c2ccccc2c1SCC(=O)N1CCC(C)CC1,-1%,-28%,26%,6%,3,16,-1%,3%
CCCc1c(C(=O)N/N=C(\C)c2ccc3c(c2)OCO3)nnn1-c1nonc1N,-15%,-14%,7%,-1%,-1,-17,14%,-1%
C=CCN1C(=O)/C(=c2\sc3nc(=O)c(Cc4ccc(OC)c(OC)c4)nn3c2=O)c2ccccc21,16%,10%,-8%[1.82 µM],8%,17,2,-2%,5%

# Reprinted at random: five compounds from above
SMILES,Abeta rescue,FUS yeast rescue,TDP43 rescue,aSyn rescue,D3 ag,D3 antag,EPAC2 ag,EPAC2 antag
Cc1ccc(-n2nnnc2-c2ccco2)cc1,5%,-5%,?,-11%,-4,-20,12%,7%
O=C(CCCOc1ccccc1)OCn1nnc2ccccc2c1=O,11%,7%,9%,?,1,20,10%,-11%
CC(=O)Oc1ccc(Cn2c(C)c(C(=O)NCc3ccc(C#N)cc3)sc2=O)cc1,-10%,22%,18%,1%,3,-2,1%,-7%
COC(=O)CNc1nc(-c2ccncc2)nc2ccccc12,-12%,8%,10%,-12%,3,-1,19%,-5%
CCOc1ccc(OCC)c(NS(=O)(=O)c2c(C(=O)N3CCC(C)CC3)c(C)n(C)c2C)c1,-8%,9%,7%,/,-5,/,/,/

# New compounds follow.
SMILES,Abeta rescue,FUS yeast rescue,TDP43 rescue,aSyn rescue,D3 ag,D3 antag,EPAC2 ag,EPAC2 antag
O=C(Nc1cccc(Cl)c1)NC1CCN(C2CCCCC2)C1 (stereo not given),5%,0%,-5%,0%,-18,-103*,-2%,11%
CCOC(=O)c1ccc(OC(=O)CCCCCN=C(N)N)cc1,11%,-41%,21%,2%,-22&10,-14,4%,-4%
Clc1cccc(-c2nc3c4ccccc4ccn3c2CC2CCCCC2)c1,-1%,-19%,16%,4%,6,26,9%,0%
C/C(=N\NC(=O)Cc1ccc(Cl)cc1)c1ccccn1,0%,-12%,4%,?,-73,-93*,10%,-5%
O=C1C=C(c2c(O)ccc3ccccc23)c2ccccc2C1=O,11%,/,?,3%,-9,-62*,29%,?
COc1ccc(C(=O)OCCNC(=O)c2ccncc2)cc1OC,-11%,/,6%,-2%,11,-14,-1%,-1%
Cc1cc(C)c(C)c(OCCCCn2cnc3ccccc3c2=O)c1,-16%,26%,-11%,11%,10,12,11%,-12%
COc1ccccc1OC(C)C(=O)N1CCc2ccccc21 (stereo not given),15%,-2%,-8%,-5%,1,6,1%,4%
CN(C)Cc1c(O)ccc2oc(Cc3ccccc3)cc12,-6%,1%,-1%,3%,0,-24,-1%,13%
Cc1ccccc1CN1CCc2nc(N3CCN(c4ncccn4)CC3)ncc2C1,-22%,0%,8%,/,-4,/,/,/
CN(CC(=O)Nc1ccc(F)cc1)C(=O)CN1C(=O)NC(CCc2ccccc2)C1=O (stereo not given),0%,18%,14%,7%,7,3,-5%,-14%
C[C@@H](Nc1nc(-c2ccccc2)nc2c1oc1ccccc12)C(=O)O,-3%,22%,2%,-22%,5,-13,5%,0%
CCOc1ccc(CCNC(=O)c2ccc3[nH]c(C)c(C)c3c2)cc1,-16%,?,-1%,/,-9,/,/,/
O=C(CCCCCl)Nc1c2c(nc3ccccc13)CCC2,-2%,22%,/,-1%,5,31,3%,0%
COc1ccc(C(=O)OCC(=O)c2c(N)n(C)c(=O)n(C)c2=O)c(OC)c1OC,3%,8%,0%,2%[1.84 µM],-1,5,-3%,1%
CCn1c(=O)c2cc(C(=O)NCCCOC)sc2c2ccccc21,2%&-8%,-22%&-12%,16%&12%,3%,-6&-13,22,-6%,-14%
COc1ccc(CCc2nnc(CCC(=O)NCc3ccc4ncccc4c3)o2)cc1,8%,19%,8%[9.22 µM],-1%,-2,-8,10%,14%

# An excerpt; count on the stated rates, not on these rows.
